KCNH2 WT inh: qHTS for Inhibitors of KCHN2 3.1: Wildtype qHTS. Voltage-gated inwardly rectifying potassium channel KCNH2 (Homo sapiens), Q12809. U2OS, BacMam KCNH2, thallium flux FluxOr; stronger effect = lower value. activity change, % at 1.84 µM. 340,000 compounds, 0.37% hits. AID 720551, 2013;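 active = maximum activity change below -70%; inconclusive = maximum activity change between -70% and -50%; inactive = maximum activity change above -50%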; note: % is set by controls: 0 for no effect and ±100 for the full control effect
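U2OS cells transduced with wild-type KCNH2 virus are loaded with FluxOr dye for 45 min, and thallium flux is measured in kinetic reads before and after stimulation buffer. Rate constants are normalized to DMSO controls.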
TCR act: Activators of T cell receptors: qHTS campaign. primary human leukocytes, anti-CD3, IL-2 HTRF, 48 h. Potency, µM (top dose mostly 9.22 µM), for the others: at the top dose activation of IL-2 secretion, hits mostly activators. 330,000 tested, under 10 active; note: % of control where 0% means no effect
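IL-2 produced over 48 hr by a-CD3 bead-stimulated primary human leukocytes exposed to compounds was detected with a homogeneous time-resolved FRET immunoassay, 665nm acceptor signal after 320nm excitation.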
GALK inhibitor: qHTS Assay for Inhibitors of Human Galactokinase (GALK) | Purified GALK, Kinase-Glo residual ATP luminescence | P51570 | 270,000 compounds, 0.007% hits | Potency, µM (series often up to 57.5 µM), without a hit: at the highest dose activity change, negative = inhibition, actives largely listed as inhibitors; note: potency is the fitted concentration of half-maximal effect; % is set by controls: 0 for no effect and ±100 for the full control effect
Target sequence (P51570 whole entry, looked up): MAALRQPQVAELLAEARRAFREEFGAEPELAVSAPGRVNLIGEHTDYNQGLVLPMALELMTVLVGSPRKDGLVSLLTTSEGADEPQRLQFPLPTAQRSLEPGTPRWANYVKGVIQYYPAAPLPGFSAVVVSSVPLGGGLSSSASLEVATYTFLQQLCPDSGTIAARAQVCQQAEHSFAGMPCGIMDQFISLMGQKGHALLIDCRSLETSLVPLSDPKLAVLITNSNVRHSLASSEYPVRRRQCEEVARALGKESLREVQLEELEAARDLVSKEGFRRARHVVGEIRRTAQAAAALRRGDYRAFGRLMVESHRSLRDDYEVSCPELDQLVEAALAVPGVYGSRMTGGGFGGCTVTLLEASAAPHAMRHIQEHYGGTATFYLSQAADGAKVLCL
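The enzyme phosphorylates galactose (100 uM) using ATP (35 uM); inhibition is detected as higher residual ATP, quantified by bioluminescence after 1 h reaction at room temperature, pH 8.0.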
Giardia killer: Small Molecules that selectively kill Giardia lamblia: qHTS; Giardia lamblia trophozoite viability; activity change, % at 7.66 µM, hits read low; 340,000 compounds, 0.15% hits; AID 540267, 2011; in the data active = activity change below about -80%; inconclusive = between about -30% and that limit;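 note: parasites exposed to compound for two days anaerobically before the ATP read; % is set by controls: 0 for no effect and ±100 for the full control effect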
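Giardia lamblia trophozoites (100 cells/well) were incubated with compounds for 48 h at 37 deg C under anaerobic conditions. Viability was read as ATP content by one-step luminescence after 15-30 min at room temperature.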
Chronic BCR inh: qHTS Assay to Find Inhibitors of Chronic Active B-Cell Receptor Signaling | ABC-DLBCL IkBa-CBG/CBR reporter, luminescence ratio, 4 h | Potency, µM (top dose mostly 46.1 µM), without a hit: at the highest dose ratio change, negative = lower green/red ratio, hits mostly inhibitors | 340,000 compounds, 0.05% hits; active = well fitted inhibition curve with a large enough effect in the signal ratio, with a control signal flat, not every such curve was filed as active; inconclusive = small, poorly fitted or top-dose-only effect, or effect the other way, or a change in a side signal; the % refers to the signal ratio;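 note: potency is the fitted concentration of half-maximal effect; plate controls were basal doxycycline-induced cells for no effect and cells given 10 µM MG132 for full effect; MG132 reads +100%, hits lower the ratio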
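TMD8 human ABC-DLBCL cells with doxycycline-inducible IκBα–green luciferase fusion and unfused red luciferase, in 0.5% FBS medium; compounds up to 46 uM, 4 h at 37C. Green/red luminescence ratio, filter-overlap corrected, fitted to concentration-response curves.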
Coupling enz: qHTS Assay for Inhibitors of Fructose-1,6-bisphosphate Aldolase from Giardia Lamblia: Coupling assay counterscreen; activity change, negative = inhibition, % at 58.2 µM, hits read low; AID 2472, 2010; coupling enzyme system counterscreen, AmpLite Red fluorescence; 290,000 compounds, 0.67% hits; in the data active = activity change below about -30%; note: % is set by controls: 0 for no effect and ±100 for the full control effect
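Activity here indicates interference with the coupling reaction, not aldolase inhibition. Compounds at 57.5 uM final met coupling enzymes for 10 min at RT; substrate and AmpLite Red detection followed, with a 525/598 nm fluorescence read after 20 min.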
Tb PFK block: qHTS Assay to Find Inhibitors of T. brucei phosphofructokinase. T. brucei PFK, ADP-Glo luminescence. 330,000 compounds, 0.17% hits. ATP-dependent 6-phosphofructokinase (Trypanosoma brucei brucei), O15648. Potency, µM (series often up to 57.5 µM), for inactives: at the top dose activity, negative = inhibition, hits mostly inhibitors;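 note: potency is the fitted concentration of half-maximal effect; 0% = uninhibited 1x PFK enzyme wells and -100% = no-enzyme wells; nearly all actives have a fitted effect of over 60% in size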
Target sequence (O15648 whole entry, looked up): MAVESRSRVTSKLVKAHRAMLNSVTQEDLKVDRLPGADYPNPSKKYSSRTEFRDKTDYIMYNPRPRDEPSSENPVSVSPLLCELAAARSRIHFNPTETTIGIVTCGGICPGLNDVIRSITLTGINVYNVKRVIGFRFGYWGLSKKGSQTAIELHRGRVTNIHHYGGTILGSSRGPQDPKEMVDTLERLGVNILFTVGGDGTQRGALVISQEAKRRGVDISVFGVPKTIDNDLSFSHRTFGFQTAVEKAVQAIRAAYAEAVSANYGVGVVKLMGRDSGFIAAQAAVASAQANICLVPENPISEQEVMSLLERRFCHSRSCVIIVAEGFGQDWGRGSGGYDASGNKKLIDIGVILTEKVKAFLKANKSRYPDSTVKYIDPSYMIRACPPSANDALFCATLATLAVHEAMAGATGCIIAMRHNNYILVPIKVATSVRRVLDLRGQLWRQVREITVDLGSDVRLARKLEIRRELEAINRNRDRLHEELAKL
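Luminescent ADP detection (ADP-Glo, two-step: ATP depletion then ADP-to-ATP conversion for luciferase) reported PFK activity after 45 min room-temperature reaction of 1.25 nM enzyme with 0.5 mM F6P and 0.1 mM ATP at pH 8.0.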
TSHR antagonist: Antagonists of the Thyroid Stimulating Hormone Receptor: HTS campaign. TSHR-expressing cells, TSH-stimulated cAMP HTRF, 2 h; stronger effect = lower value. activity change, negative = inhibition, % at 11.5 µM. 330,000 compounds, 0.2% hits. AID 504810, 2011;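 active = activity change below a set negative limit, meaning inhibition stronger than a set level, cut at about -70% in these data; inconclusive = activity change between two set negative limits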; note: % is set by controls: 0 for no effect and ±100 for the full control effect
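TSHR-expressing cells were treated with compounds, then stimulated with TSH at EC80 (4nM final) for 2 hours at 37 deg C. Cellular cAMP was measured by HTRF competition between lysate cAMP and cAMP-d2 for a cryptate-labelled anti-cAMP antibody.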
CXXC DNA block: qHTS Fluorescence Polarization Assay for Inhibitors of MLL CXXC domain - DNA interaction | Histone-lysine N-methyltransferase 2A (Homo sapiens), Q03164 | MLL-CXXC / FITC-HOXA9 DNA fluorescence polarization | Potency, µM (titrated, usually from 115 µM), without a hit: at the top dose activity change, negative = inhibition, hits mostly inhibitors | 290,000 compounds, 0.037% hits; active = well fitted inhibition curve with a large enough effect in the polarisation, with a control signal flat, not every such curve was filed as active; inconclusive = small, poorly fitted or top-dose-only effect, or effect the other way, or a change in a side signal; inactive = no such curve, though single readings can be large or run the other way; the % refers to the polarisation; note: potency is the fitted concentration of half-maximal effect
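Purified MLL-CXXC (added from a 7 uM solution) was preincubated 5 min at ambient with pinned compounds in 50 mM Tris-HCl pH 7.5, 50 mM NaCl, 1 mM DTT, 0.05% BSA. Fluorescein-labeled HOX-A9 DNA (50 nM solution) followed, 30 min, then polarization read.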
AT treatment: qHTS Assay for Identifying a Potential Treatment of Ataxia-Telangiectasia | […] A-T fibroblasts, KAP-1 phosphorylation AlphaLISA; neocarzinostatin DNA damage 30 min before lysis | Potency, µM (top dose mostly 57.5 µM), without a hit: top-dose activation, most hits filed as activators | 320,000 compounds, 0.19% hits | AID 485349, 2010; note: potency is the fitted concentration of half-maximal effect; % of control where 0% means no effect; nearly all actives have a fitted effect of over 45% in size
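hTERT-immortalized A-T patient fibroblasts ([…]), 500 cells/well in OPTI-MEM, 1% FBS, got compounds for 60 min, then NCS for 30 min at 37C. Lysates were then assayed for phospho-KAP-1 by AlphaLISA (anti-pKAP1 donor, anti-KAP1 acceptor beads), 6 hr at 25C.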
Starred values were filed as active, the others as inactive; ? = inconclusive; / = not tested or not shown; [ ] = remark or other dose. Unless noted, calls come from the whole dose curve; as a rule, active = well fitted curve in the direction sought with a large enough effect; inconclusive = small, poorly fitted or top-dose-only effect, or another doubt; inactive = no such curve, though single readings can be large; an effect the other way counts as inactive or inconclusive. No enrichment for hits, and some 1.6% of all compounds hit somewhere here.

SMILES | KCNH2 WT inh | TCR act | GALK inhibitor | Giardia killer | Chronic BCR inh | Coupling enz | Tb PFK block | TSHR antagonist | CXXC DNA block | AT treatment
O=C(NC1CCCN(Cc2ccc(Cl)cc2)C1)c1ccnc(Cl)c1 (configuration not stated) | 10 | -3% | -1% | 3 | ? | 1 | 0% | -2 | 3% | 4%
COc1ccc(C(=O)N2CCCC2(C#N)c2ccccc2)cc1[N+](=O)[O-] (configuration not stated) | -12 | 3% | -1% | -9 | 1% | 4 | 6% | -4 | -10% | ?
COc1ccccc1C(=O)NC(=O)COC(=O)CNC(=O)c1ccc(Cl)c([N+](=O)[O-])c1 | 4 | 0% | / | 1 | 3% | / | -3% | -4 | / | -13%
Cc1ccnc(NC(=O)c2ccccc2NC(=O)C(C)(C)C)c1 | -3 | 0%[46.1 µM] | 1% | -16 | -3% | 3 | -4% | 10 | 1% | 0%
O=C(O)CCC(=O)OCCCc1cc2ccccc2c(=O)o1 | 38 | 13% | / | -11 | -2% | / | 0% | 23 | / | 6%
COc1cc(NC(=O)C/C(C)=N/NC(=O)c2cccs2)c(OC)cc1Cl | -1 | -3% | 0% | -14 | ? | -1 | 4% | -14 | 15% | -3%
NS(=O)(=O)c1ccc(CCNC(=O)/C=C/c2cccc([N+](=O)[O-])c2)cc1 | -17 | -5% | 2% | 2 | -2% | 8 | 0% | 10 | 4% | 5%
Cc1ccc(CNC(=O)COC(=O)c2cnccn2)cc1 | -23 | -3% | -4% | -3 | 0% | -1 | -3%[0.46 µM] | -2 | -15% | 3%
Cc1nc2nc(SCC(N)=O)[nH]c2cc1Br | 0 | -5% | -5% | 39[activator] | ? | 1 | -8% | 38 | -1% | 7%
CCOC(=O)C1=C(C)Nc2nc(C)nn2C1c1ccc(C)cc1 (configuration not stated) | -9 | 1% | / | 3 | 0% | 1 | -10% | -1 | -3% | 12%
Cc1ccccc1NC(=O)CN1C(=O)S/C(=C/c2cccnc2)C1=O | 5 | 1% | -4% | 16 | 5% | / | 6% | 29 | -10% | 7%
Brc1cc2c(cc1Br)OCCOCCOCCOCCO2 | 10 | 3% | 2% | -16 | 3% | 3 | 0% | 2 | -1% | 3%
COc1ccc(/C=C/C(=O)NC(=S)Nc2cc([N+](=O)[O-])ccc2O)cc1OC | 5 | 3% | -3% | 18 | 0% | 3 | ? | -23 | -24% | 0%
CCOc1ccc2c(c1)sc(=NC(=O)C1CC1)n2C | -13 | 2% | 7% | -5 | / | 7 | / | / | 4% | /
CCOC(=O)c1c(-c2ccc(-c3ccccc3)cc2)csc1NC(=O)CCN1CCOCC1 | 27 | 2%[46.1 µM] | -2% | 17 | ? | 0 | 1% | -15 | -3% | 10%
O=C(CSc1nc2nn(-c3ccccc3)c(=O)c-2c2n1CCCCC2)Nc1cccc(F)c1 | -4 | 7% | / | -5 | ? | / | 3% | -23 | / | 9%
CSc1ncc(Cl)c(C(=O)Nc2ccc(NC(C)=O)cc2)n1 | -5 | 0% | -2% | 4 | -4% | -1 | 4% | -1 | 0% | 11%
O=C(CCc1ccc(S(=O)(=O)N2CCOCC2)cc1)Nc1cc(Cl)ccc1N1CCOCC1 | -6 | 5% | 3% | -2 | 1% | -5 | 8% | -13 | -6% | -2%
Cc1ccc(S(=O)(=O)NCCC(=O)OCC(=O)NC(=O)c2cccn2C)cc1 | -1 | -3% | 6% | 9 | -6% | 2 | 1% | -4 | 2% | -9%
CCCSc1nc(=O)n2cccc(C)c2n1 | 3 | 5% | -1% | 6 | ? | 4 | -9% | 5 | 0% | 9%
CC(=O)Nc1nonc1NC(=O)CSc1ncn[nH]1 | -1 | 2% | -1% | 17 | 0% | 0 | 1% | 0 | -23% | -4%
Nc1c(C(=O)Nc2ccc(F)cc2)sc(=S)n1-c1ccccc1F | 1 | 1% | 0% | -3 | ? | -5 | -25% | -3 | 6% | 1%
CC1CCc2[nH]c3ccc(C(=O)Nc4ccc(C(=O)N(C)C)cc4)cc3c2C1 (configuration not stated) | 5 | 0% | 5% | 9 | ? | / | -6% | 9 | 4% | 12%
COc1ccc(C(=O)N2CCCN(C)CC2)cc1S(=O)(=O)N(C)Cc1ccccc1 | 15 | 2% | / | 0 | 3% | / | -7% | 1 | / | -8%
COc1ccc(N=C2C(=O)N3c4c(cccc42)C(C)=CC3(C)C)cc1 | -1 | -7%[46.1 µM] | 0% | ? | -10% | -7 | -3% | 14 | -11% | -2%

2 compounds from above, limited to CXXC DNA block:
mol	CXXC DNA block
Cc1nc2nc(SCC(N)=O)[nH]c2cc1Br	-1%
CCOC(=O)C1=C(C)Nc2nc(C)nn2C1c1ccc(C)cc1 (configuration not stated)	-3%

(further entries)
SMILES | KCNH2 WT inh | TCR act | GALK inhibitor | Giardia killer | Chronic BCR inh | Coupling enz | Tb PFK block | TSHR antagonist | CXXC DNA block | AT treatment
COc1ccc(N2C(=O)CC(N(C)CCc3ccc(OC)c(OC)c3)C2=O)cc1 (configuration not stated) | 1 | 4% | 3% | 17 | 9% | -3 | -4% | 16 | 0% | 5%
CC(C)(C)C(=O)NC1(C(F)(F)F)NC(=O)N(c2ccccc2F)C1=O (configuration not stated) | 1 | 3% | 4% | 13 | -3% | 1 | -3% | 18 | -10% | 0%
CC(NC(=O)c1ccco1)C(=O)OCc1cccc(Cl)c1 (configuration not stated) | -1 | -58% | 2% | -1 | 7% | 6 | 2% | 5 | 2% | 13%
Cc1ccc2c(c1)-c1c(ssc1=S)C(C)(C)N2C(=O)CSC1=NCCS1 | -14 | -5% | -6% | 5 | 1% | -3 | -7% | -9 | 3% | -10%
Cc1cc[n+](CC(=O)c2cc3ccccc3oc2=O)cc1 | -17 | -18%[46.1 µM] | -2% | -8 | 5% | -9 | ? | 28 | -17% | 2%
COC(=O)[C@@H](NC(=O)Nc1ccc(OC)cc1)C(C)C | 0 | -3% | -4% | -3 | ? | -1 | 3% | -1 | -5% | 0%
CC1=C(C(=O)OC2CCCCC2)C(c2ccc(C)o2)C2=C(CCCC2=O)N1 (configuration not stated) | -20 | -5% | 3% | -9 | -11% | -1 | 5% | -3 | -7% | 21%
Cc1cc(C)c2nc(-c3ccccn3)cc(C(=O)NCc3ccc(S(N)(=O)=O)cc3)c2c1 | 5 | -7% | -1% | 23 | -2% | 2 | 5% | 2 | ? | 2%
Cc1cc2ccccc2c(=O)n1CC(=O)NCC(=O)N1CCN(c2ccccc2F)CC1 | -13 | 6% | -1% | -18 | 1% | 2 | 0% | 31 | -11% | -2%
CC(=O)N1CC(C)Sc2ccc(S(=O)(=O)NCc3ccc(F)cc3)cc21 (configuration not stated) | 16 | -10% | 1% | 17 | 0% | / | -2% | -8 | 9% | 0%
COc1cc(NC(=S)NCCN2CCOCC2)cc(OC)c1 | 7 | -5%[46.1 µM] | 0% | 18 | ? | 3 | -10% | 27 | 12% | -6%
Cc1ccc(CSCC(=O)N2CCN(c3ccccc3)CC2)cc1 | 6 | 6%[46.1 µM] | / | -9 | 1% | 1 | -2% | -3 | -7% | -10%
Cc1cccnc1NCC(O)COc1ccccc1 (configuration not stated) | -1 | -2% | 1% | -8 | 9% | 2 | -10% | -6 | -1% | 1%
Cc1csc(=O)n1CCC(=O)OCc1nnc(-c2ccc([N+](=O)[O-])cc2)o1 | 1 | -6% | / | -1 | 0% | / | -1% | -11 | / | 2%
O=C(N/N=C/c1ccncc1)c1cccc(NC(=O)c2ccc(Cl)cc2)c1 | 2 | -1%[46.1 µM] | 1% | 22 | 1% | -2 | 0% | 3 | 74%[activator] | 1%
COCCCNC(=O)c1ccccc1SC | 5 | -1% | 1% | -3 | 3% | 2 | -8% | 10 | 7% | 1%
CCCC(=O)Nc1nc2c(C)c(Cl)ccc2s1 | 3 | 0% | -2% | 15 | 7% | -1 | 0% | -15 | -3% | 1%
COc1ccc2ccccc2c1/C=N/NC(=O)c1sc(N)c(C#N)c1C | 1 | 1% | 2% | 1 | ? | -2 | 6% | -5 | 34%[activator] | -3%

Screening results from PubChem.
